GAA inhib: alpha-glucosidase (human) inhibition; purified human GAA, 4-MU-alpha-glucoside fluorescence; Potency, µM (doses to about 76.9 µM), without a hit: at the top dose activity change, negative = inhibition, hits mostly inhibitors; 200,000 tested, 0.005% active; P10253;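 note: plate controls were uninhibited enzyme wells for no effect and no-enzyme background for full effect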
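Enzyme (4 nM final) mixed with compound (up to 77 uM), then 4-MU-alpha-D-pyranoside (400 uM final) added; 20 min at room temperature, pH 5.0. Reaction stopped at pH 10, fluorescence read, AC50 derived by Hill fit.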
IMPase Li inh: cell-permeable IMPase inhibitors with lithium potentiation; AID 1457; Potency, µM (doses to about 59.4 µM), for the others: at the top dose activity, negative = IMPase inhibition, hits mostly inhibitors; CHO-M1 cells, IP1 TR-FRET (IP-One), carbachol + lithium; 210,000 tested, 0.35% active;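 note: IP1 builds up when IMPase is blocked and the TR-FRET signal falls; plate controls were basal vehicle for no effect and high inhibitor control for full effect; nearly all actives have a fitted effect of over 50% in size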
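CHO cells stably expressing M1 receptor (2000/well) were cultured 16–30 h, then exposed to compounds with a small lithium addition for 30 min at 37C. IP1 was measured by TR-FRET competition; AC50 from Hill fits.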
HTT ATP protect: Huntington cell model cytoprotection by ATP luminescence; 230,000 tested, 0.14% active; AID 1471; PC12 HTT-Q103 induced, cytoprotection, ATP luminescence, 40 h; Potency, µM (titrated, usually from 56.4 µM), for the others: cytoprotection (ATP increase), most hits filed as activators;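 note: % of control where 0% means no effect; nearly all actives have a fitted effect of over 45% in size; toxic huntingtin expression switched on by the ecdysone agonist tebufenozide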
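ATP quantification (ATPlite) reports survival of PC12 cells in which tebufenozide, 100 nM final, switches on Htt exon 1 with 103 glutamines linked to GFP; compounds are titrated.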
HttQ103 aggreg: mutant huntingtin aggregation inhibition | PC12 HttQ103-GFP aggregates, Acumen cytometry, 40 h | Potency, µM (top dose mostly 46.1 µM), for inactives: at the top dose activity change, negative = inhibition, actives largely listed as inhibitors | 220,000 tested, 1.1% active | AID 1688; note: % is set by controls: 0 for no effect and ±100 for the full control effect; nearly all actives have a fitted effect of over 60% in size
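PC12 cells with ecdysone-inducible HTT exon1 Q103-GFP, induced by 100 nM tebufenozide, given compounds in a concentration series. GFP aggregates (1–25 um, 6 SD above background) counted in lysates by laser-scanning cytometry, 488 nm excitation.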
GoLoco inh red: inhibitors of human Gai1-RGS12 GoLoco interaction (red fluorophore); P63096; Gai1:RGS12 GoLoco peptide FP, rhodamine, 10 min; Potency, µM (doses to about 61.6 µM), inactives show top-dose activity, negative = inhibition, hits mostly inhibitors; 230,000 tested, 0.44% active; AID 880; active = well fitted inhibition curve with a large enough effect, not every such curve was filed as active; inactive = no such curve, though single readings can be large or run the other way; note: % is set by controls: 0 for no effect and ±100 for the full control effect; nearly all actives have a fitted effect of over 30% in size; many of its hits are not listed in these tables
Target sequence (P63096 whole entry, looked up): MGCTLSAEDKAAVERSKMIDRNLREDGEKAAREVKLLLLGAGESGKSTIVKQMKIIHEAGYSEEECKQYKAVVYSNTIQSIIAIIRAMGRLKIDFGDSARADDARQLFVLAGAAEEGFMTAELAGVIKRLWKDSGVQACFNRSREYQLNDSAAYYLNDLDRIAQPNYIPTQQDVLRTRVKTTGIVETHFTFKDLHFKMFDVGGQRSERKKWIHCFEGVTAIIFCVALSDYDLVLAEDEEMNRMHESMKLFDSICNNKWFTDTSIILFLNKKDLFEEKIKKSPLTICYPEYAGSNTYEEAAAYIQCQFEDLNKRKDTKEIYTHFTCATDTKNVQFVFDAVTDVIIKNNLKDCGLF
GAA spleen mod: inhibitors or activators of human alpha-glucosidase in spleen homogenate. P10253. human spleen homogenate, 4-MU-alpha-glucoside fluorescence. Potency, µM (doses to about 79.9 µM), for the others: at the highest dose activity change, negative = inhibition, hits mostly inhibitors. 240,000 tested, 0.006% active. AID 2112;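 note: 0% = enzyme with vehicle and -100% = no enzyme basal signal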
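Human spleen homogenate (1 ug) incubated with compounds and 1 mM 4-methylumbelliferyl-alpha-D-glucopyranoside in pH 5.0 citrate/phosphate buffer, 37 C, 40 min. Stopped at pH 10; 4-MU fluorescence (Ex 365/Em 440 nm); AC50 by Hill fit.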
GAA glycogen: GAA glycogen-cleavage inhibition or activation; recombinant GAA, glycogen substrate, Amplex Red glucose oxidase fluorescence; 300,000 tested, 0.38% active; P10253; AID 2100; Potency, µM (titrated, usually from 76.4 µM), inactives show top-dose activity change, negative = inhibition, usual class: inhibitors;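 note: 0% = full enzyme reaction and -100% = no-enzyme basal signal; the screen sought inhibitors and activators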
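Recombinant enzyme (4 nM final) with compounds titrated up to 77 uM and bovine liver glycogen (30 ug) in citrate pH 5.0, 0.01% Tween-20, 37 C 40 min. Released glucose detected by Amplex Red/glucose oxidase (Ex 573/Em 610); AC50 from Hill fits.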
An asterisk follows results filed as active; u = inconclusive; x = not tested or not shown; [ ] = another dose, or the depositor's remark. Unless noted, calls come from the whole dose curve; as a rule, active = well fitted curve in the direction sought with a large enough effect; inconclusive = small, poorly fitted or top-dose-only effect, or another doubt; inactive = no such curve, though single readings can be large; an effect the other way counts as inactive or inconclusive. Potency is the fitted concentration of half-maximal effect.

SMILES | GAA inhib | IMPase Li inh | HTT ATP protect | HttQ103 aggreg | GoLoco inh red | GAA spleen mod | GAA glycogen
COc1cc(/C=N/n2cnn(Cc3ccccc3Cl)c2=S)cc(OC)c1OC | 2% | 26% | -26%[10 µM] | -9% | -1% | 0% | -3%
CCc1cc(-c2n[nH]c(=S)n2-c2ccccc2C)cs1 | -6% | -8%[38.3 µM] | -18% | -9% | 15% | -2% | 10%
O=C(N/N=C/c1c[nH]c2ccccc12)c1ccn[nH]1 | 1% | 4% | -66%[inhibitor] | -12% | 6% | 9% | -5%
O=C(NCc1ccc(F)cc1)C1CCN(c2cnccn2)CC1 | 0% | 9% | -1%[10 µM] | -7%[9.22 µM] | -7% | 8% | 15%
Nc1nc(N2CCCCC2)nc2ccccc12 | u | 30%[activator][38.3 µM] | -1%[0.074 µM] | u | 6% | u | 2%
O=C1CCN(C(=O)Nc2ccccc2)N1 | -8% | 9%[38.3 µM] | -20% | 13% | -6% | 4% | u
CCOc1ccc(-c2nc(CSc3nnc(N)s3)cs2)cc1 | u | 28%[38.3 µM] | 29% | 14% | -13% | 0% | -2%
CC(NC(=O)C1CC1)C(c1cccs1)N1CCN(c2ccccc2)CC1 (centres undefined) | -2% | 10% | -16%[10 µM] | 3% | 3% | -4% | 2%
COc1cc([N+](=O)[O-])ccc1NC(=S)NCc1ccccn1 | 5% | 3% | 14%[10 µM] | -8% | 1% | -2% | 10%
COc1ccc(-c2nn(CCC(=O)O)cc2/C=C2\SC(N)=NC2=O)cc1 | -3% | 0% | -51%[inhibitor][10 µM] | 0% | 22% | -15% | -6%
Cn1c(=O)cc(OCC(=O)NCc2cccs2)c2ccccc21 | 4% | 8% | -29% | 4% | -6% | -2% | 0%
CCN(C(=O)CSc1nncs1)c1c(N)n(Cc2ccccc2)c(=O)[nH]c1=O | u | -12%[38.3 µM] | -17%[10 µM] | 2% | -3% | -3% | -6%
CCOc1ccc(NCC(=O)Nc2ccc(Cl)cc2C)cc1 | 4% | 3% | 8%[1.9 µM] | 20% | 4% | 2% | u
OC(CON=C1c2ccccc2-c2ccccc21)CN1CCNCC1 (centres undefined) | -2% | -2% | -36%[inhibitor] | -19% | -12% | 2% | 5%
O=C1NCCN/C1=C\C(=O)c1ccc(F)cc1 | x | x | 16%[10 µM] | 1%[9.22 µM] | -1% | -13% | 5%
COC(=O)c1ccccc1NC(=O)N1CCN(C/C=C/c2ccccc2)CC1 | 11% | 24%[38.3 µM] | 13%[10 µM] | 20% | 9% | -17% | 3%
O=S(=O)(c1ccccc1)N1CCC2(CCCN(C(c3ccccc3)c3ccccc3)C2)CC1 | x | 13% | 9% | x | 1% | -1% | x
Cc1cc(C(=O)Nc2ccc(S(=O)(=O)N3CCOCC3)cc2)c(C)o1 | x | x | 13%[10 µM] | 0%[9.22 µM] | 4% | 5% | 8%
CN1CCN(C(=O)C2=C[C@@H](c3coc4ccccc4c3=O)C[C@@H](OCc3ccc(CO)cc3)O2)CC1 | x | 16% | -5%[10 µM] | -4%[9.22 µM] | -4% | -4% | 7%
NC(=O)Nn1c(CCC(=O)O)ccc1-c1ccc(Cl)cc1 | x | x | 7%[10 µM] | 16%[9.22 µM] | 1% | 2% | 5%
Cc1cnnn1-c1ccc(C(=O)CCl)cc1 | 2% | 2%[38.3 µM] | -15% | 2% | -2% | -7% | -7%
COc1ccc(C(=O)NC(=S)NNC(=O)c2ccc(NC(=O)C(C)C)cc2)cc1 | -1% | -8% | x | -14% | 0% | 5% | -4%
CN(C)C(=O)c1nc2ccc(Cl)cn2c1CN1CCCC(OCc2ccccc2)C1 (centres undefined) | -5% | 8% | -20% | 8% | 7% | -3% | -11%
CCN(CC)C(=O)CSc1n[nH]c(=S)n1N | x | x | 17%[10 µM] | 1%[9.22 µM] | -1% | -7% | -24%
CS(=O)(=O)N1CCC(C(=O)Nc2ccc(Cl)c(C(F)(F)F)c2)CC1 | -6% | 18%[38.3 µM] | 1% | -8% | 2% | -10% | -11%
CCN1CCN(C(=O)c2ccc(CN(c3ccc(C)c(C)c3)S(C)(=O)=O)cc2)CC1 | 0% | x | -27% | -25% | -4% | -9% | 3%
Cc1cccc(/C=C/C(=O)c2ccc(NC3=NCCCS3)cc2)c1 | -21% | 13% | -15%[10 µM] | 24% | 1% | -6% | 8%
Cc1cccc(OCC(=O)N2CCC(N3CCCCCC3)CC2)c1 | 4% | -2%[38.3 µM] | 5% | 5% | -4% | -2% | 8%
O=C(NCC1CCCO1)C1CCN(C2CCN(C(=O)Cc3ccsc3)CC2)CC1 (centres undefined) | 3% | x | 2% | -11% | 13% | -2% | 6%
Cc1noc(C)c1S(=O)(=O)N(CC(=O)N1CCCC1)c1ccc(C(C)C)cc1 | u | -2%[38.3 µM] | 14% | 13% | -10% | -14% | -4%
O=C(COc1cccc2ccccc12)Nc1cc(S(=O)(=O)N2CCOCC2)ccc1N1CCOCC1 | -5% | 12% | 8%[10 µM] | 21% | 15% | -1% | -4%
COC(=O)c1ccc(CSCC(=O)Nc2cc(OC)cc(OC)c2)o1 | 4% | -11%[38.3 µM] | u | 12% | 1% | -3% | -7%
COC(=O)Cn1c(=NC(=O)C2COc3ccccc3O2)sc2cc(S(N)(=O)=O)ccc21 (centres undefined) | -3% | 5% | -2%[10 µM] | -4% | 2% | -6% | 4%
O=C1c2ccncc2C(=O)N1c1cccc(Cl)c1 | 4% | 1% | -20% | -2% | 7% | -3% | 6%
CC1(C)N=C(N)N=C(N)N1c1cccc(OCc2cccc(N)c2)c1 | x | 4% | -6%[10 µM] | x | 0%[14.2 µM] | x | x
O=C(Nc1nc(-c2ccc([N+](=O)[O-])cc2)cs1)c1c(F)cccc1F | 7% | 0% | -14% | 12% | 6% | -1% | 12%
Cc1occc1C(=O)NN=C1C2CC3CC(C2)CC1C3 | -7% | -1% | 12%[10 µM] | -3% | 0% | -5% | -2%
CCCC(=O)N1c2ccccc2[C@@H](N(C(C)=O)c2ccccc2)C[C@H]1C | -3% | -6%[38.3 µM] | -16% | 3% | -4% | 1% | 1%
Cc1c([C@H]2[C@@H](CC#N)C2(C)C)c2ccccc2n1C | 3% | 23%[38.3 µM] | 20%[10 µM] | -17% | 0% | 5% | -2%
O=C(CSc1ccc(Cl)cc1)NCc1ccco1 | 9% | 2% | -9%[10 µM] | 2%[9.22 µM] | 3% | 1% | -5%
COc1ccc(NC(=O)c2cc(Br)c(Br)s2)cn1 | -5% | -13% | -38%[inhibitor] | 11% | -2% | -9% | 5%
CC(=O)c1nnn(-c2ccc([N+](=O)[O-])cc2)c1C | -3% | -22% | -22% | 7% | -10% | -2% | 6%
CCOC(=O)CC(=O)CSc1nc2cc(C)ccc2cc1C | -5% | 12% | -5%[10 µM] | -2% | 6% | 3% | -9%
COC(=O)c1[nH]c2ccccc2c1NC(=O)c1c(F)cccc1F | x | x | -3%[10 µM] | -13%[9.22 µM] | 4% | -4% | 0%
CCOC(=O)c1c(C)n(C(=O)c2ccco2)c(=O)n1C(=O)c1ccco1 | 10% | -2%[38.3 µM] | -10% | 8% | 1% | 5% | 8%
CCOC(=O)C1(Cc2ccc(OC)cc2)CCN(S(C)(=O)=O)CC1 | 6% | 11% | 6%[10 µM] | 1%[9.22 µM] | -3% | 6% | 10%
CN(C)C(=O)c1noc2cc([N+](=O)[O-])ccc12 | 5% | 43%[activator][38.3 µM] | 23%[10 µM] | -1% | 4% | -11% | 9%
O=C1COc2ccc(C(=O)COC(=O)CCSc3ccccc3)cc2N1 | x | x | 1%[10 µM] | -16%[9.22 µM] | 1% | -1% | 2%

Among those listed so far, 13 have four or more nitrogen atoms.
SMILES | GAA inhib | IMPase Li inh | HTT ATP protect | HttQ103 aggreg | GoLoco inh red | GAA spleen mod | GAA glycogen
COc1cc(/C=N/n2cnn(Cc3ccccc3Cl)c2=S)cc(OC)c1OC | 2% | 26% | -26%[10 µM] | -9% | -1% | 0% | -3%
O=C(N/N=C/c1c[nH]c2ccccc12)c1ccn[nH]1 | 1% | 4% | -66%[inhibitor] | -12% | 6% | 9% | -5%
O=C(NCc1ccc(F)cc1)C1CCN(c2cnccn2)CC1 | 0% | 9% | -1%[10 µM] | -7%[9.22 µM] | -7% | 8% | 15%
Nc1nc(N2CCCCC2)nc2ccccc12 | u | 30%[activator][38.3 µM] | -1%[0.074 µM] | u | 6% | u | 2%
CCOc1ccc(-c2nc(CSc3nnc(N)s3)cs2)cc1 | u | 28%[38.3 µM] | 29% | 14% | -13% | 0% | -2%
COc1cc([N+](=O)[O-])ccc1NC(=S)NCc1ccccn1 | 5% | 3% | 14%[10 µM] | -8% | 1% | -2% | 10%
COc1ccc(-c2nn(CCC(=O)O)cc2/C=C2\SC(N)=NC2=O)cc1 | -3% | 0% | -51%[inhibitor][10 µM] | 0% | 22% | -15% | -6%
CCN(C(=O)CSc1nncs1)c1c(N)n(Cc2ccccc2)c(=O)[nH]c1=O | u | -12%[38.3 µM] | -17%[10 µM] | 2% | -3% | -3% | -6%
COc1ccc(C(=O)NC(=S)NNC(=O)c2ccc(NC(=O)C(C)C)cc2)cc1 | -1% | -8% | x | -14% | 0% | 5% | -4%
CN(C)C(=O)c1nc2ccc(Cl)cn2c1CN1CCCC(OCc2ccccc2)C1 (centres undefined) | -5% | 8% | -20% | 8% | 7% | -3% | -11%
CCN(CC)C(=O)CSc1n[nH]c(=S)n1N | x | x | 17%[10 µM] | 1%[9.22 µM] | -1% | -7% | -24%
CC1(C)N=C(N)N=C(N)N1c1cccc(OCc2cccc(N)c2)c1 | x | 4% | -6%[10 µM] | x | 0%[14.2 µM] | x | x
CC(=O)c1nnn(-c2ccc([N+](=O)[O-])cc2)c1C | -3% | -22% | -22% | 7% | -10% | -2% | 6%

Some of the compounds tested; count on the stated rates, not on these rows.
